Screening data from PubChem BioAssay.
DDE Tn6 FP inh = disrupts Tn6 cyclic peptide binding to fibrin D-Dimer-E complex. P02675. AID 720509. actives 0.21% (n = 370,000). Fibrin DD(E) TRITC-Tn6 fluorescence polarization displacement. inhibition, % at 8.3 µM;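 active = inhibition above a per-campaign cutoff: mean of compounds within control limits plus 3 SD, cut at about 15% in these data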;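 also: 0% = median of all compound wells on the plate and 100% = blocking peptide control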
TDP2 absorb = TDP2 (human) inhibition, absorbance primary screen; O95551; recombinant TDP2, T5PNP hydrolysis, p-nitrophenol absorbance 415 nm; inhibition, % at 12.8 µM; actives 0.34% (n = 370,000);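 active = inhibition above the mean of all tested compounds plus 3 SD, set per campaign, cut at about 25% in these data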;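 also: 0% = DMSO with enzyme and 100% = buffer with substrate but no TDP2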
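Evaluation: % inhibition relative to enzyme-containing and enzyme-free wells. Material: recombinant human TDP2. Benchmarks: enzyme-free and DMSO wells. Timing: enzyme reaction with compound for 2 h at 37 °C. Compound dosing: 12.8 µM only. Measured by: p-Nitrophenol epi absorbance. Reagent: T5PNP substrate at 5 mM, a TopII-DNA adduct mimic. Replication: single well per compound.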
Tn7 DDE FP = inhibitors of Tn7 peptide binding to human fibrin DD(E). P02675. FP displacement of FITC-Tn7 peptide from fibrin DD(E); 0% = median of compound wells per plate. inhibition, % at 8.3 µM. actives 0.13% (n = 370,000). AID 720508;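 active = inhibition above the mean of compounds falling within the control limits plus 3 SD of them, cut at about 14% in these data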;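 also: 0% = plate median of compound wells and 100% = 10 µM Aha-Tn7 peptide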
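assay system = human clot-derived fibrin DD(E) complex | quantity = Fibrin-DD(E) at 2 µM final | timing = 10 min preincubation, 3 h with tracer, room temperature | signal = fluorescence polarization | measure = percent inhibition | benchmarks = high control wells with 10 µM unlabelled Aha-Tn7 peptide (full inhibition) | replicates = singlicate testing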
PLC-gamma1 inh = blocks human PLC-gamma1 enzyme activity; P19174; purified PLC-gamma1, fluorogenic substrate, fluorescence; inhibition, % at 12.2 µM; actives 0.84% (n = 370,000); AID 720700; in the data active = inhibition above about 9.5%
Target sequence (P19174 whole entry, looked up): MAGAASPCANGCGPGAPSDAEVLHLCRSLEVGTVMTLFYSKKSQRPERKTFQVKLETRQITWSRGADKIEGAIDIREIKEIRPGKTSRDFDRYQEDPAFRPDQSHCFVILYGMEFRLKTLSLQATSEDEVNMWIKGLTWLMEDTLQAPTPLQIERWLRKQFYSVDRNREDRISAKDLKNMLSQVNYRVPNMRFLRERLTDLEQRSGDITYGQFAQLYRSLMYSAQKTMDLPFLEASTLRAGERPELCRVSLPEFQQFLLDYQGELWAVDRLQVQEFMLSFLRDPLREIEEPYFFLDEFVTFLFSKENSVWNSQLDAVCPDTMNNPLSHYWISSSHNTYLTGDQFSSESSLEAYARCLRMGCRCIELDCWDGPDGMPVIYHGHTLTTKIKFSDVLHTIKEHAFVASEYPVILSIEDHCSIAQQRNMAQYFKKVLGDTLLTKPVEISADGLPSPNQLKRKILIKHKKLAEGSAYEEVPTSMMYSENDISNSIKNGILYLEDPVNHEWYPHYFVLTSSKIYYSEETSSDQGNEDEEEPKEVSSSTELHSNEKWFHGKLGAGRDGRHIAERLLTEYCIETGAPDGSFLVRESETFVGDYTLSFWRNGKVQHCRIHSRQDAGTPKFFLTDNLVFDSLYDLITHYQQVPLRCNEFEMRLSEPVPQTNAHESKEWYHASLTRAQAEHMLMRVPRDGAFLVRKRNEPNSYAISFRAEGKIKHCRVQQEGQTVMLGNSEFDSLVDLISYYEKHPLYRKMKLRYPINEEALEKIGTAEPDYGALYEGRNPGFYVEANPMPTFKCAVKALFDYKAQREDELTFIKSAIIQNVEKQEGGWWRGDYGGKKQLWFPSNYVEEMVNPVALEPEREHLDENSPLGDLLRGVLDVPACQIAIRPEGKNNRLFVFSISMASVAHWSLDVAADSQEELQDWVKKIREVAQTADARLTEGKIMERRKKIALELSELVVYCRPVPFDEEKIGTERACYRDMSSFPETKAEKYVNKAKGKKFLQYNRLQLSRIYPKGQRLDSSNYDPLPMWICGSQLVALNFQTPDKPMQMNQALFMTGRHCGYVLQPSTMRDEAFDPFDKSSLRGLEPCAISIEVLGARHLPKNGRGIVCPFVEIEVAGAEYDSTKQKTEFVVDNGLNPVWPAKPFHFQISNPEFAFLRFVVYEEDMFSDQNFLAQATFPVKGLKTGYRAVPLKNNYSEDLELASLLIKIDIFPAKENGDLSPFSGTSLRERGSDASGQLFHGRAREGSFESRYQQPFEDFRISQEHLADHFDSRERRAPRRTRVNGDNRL
ADAM10 inh = inhibits human ADAM10 | actives 0.62% (n = 370,000) | recombinant ADAM10, EDANS/DABCYL FRET peptide cleavage, 3 h | inhibition, % at 7 µM | AID 720582;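 active = inhibition above a per-campaign cutoff equal to the mean of compounds falling between control-based bounds plus 3 SD, cut at about 20% in these data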;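 also: 0% = DMSO wells while the 100% control is not disclosed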
SIAE inh = blocks human sialic acid acetylesterase | inhibition, % at 9.66 µM | SIAE FP-Rh probe binding, fluorescence polarization | Q9HAT2 | actives 0.69% (n = 370,000) | AID 1053197;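 active = inhibition above a cutoff: mean of compounds within the control limits plus 3 SD of those, cut at about 17% in these data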;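 also: 0% = plate median of compound wells and 100% = probe without SIAE protein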
PLCb3 inh = inhibitors of human phospholipase C beta3 | AID 720704 | Purified PLC-beta3, fluorogenic substrate, fluorescence | actives 0.18% (n = 370,000) | inhibition, % at 12.2 µM; in the data active = inhibition above about 11%;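 also: 0% = median of compound wells on plate and 100% = full blocker control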
ADAM17 inh = inhibits human ADAM17; inhibition, % at 6.95 µM; P78536; recombinant ADAM17, EDANS/DABCYL FRET peptide cleavage; AID 720648; actives 0.83% (n = 370,000);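 active = inhibition above the mean of compounds lying between control limits plus 3 SD, set per campaign, cut at about 8.5% in these data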;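 also: 0% = DMSO-only wells as the low control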
ASAP1 GAP inh = blocks human ASAP1-stimulated Arf1 GTP hydrolysis; actives 0.19% (n = 360,000); inhibition, % at 16.5 µM; Q9ULH1; GDP FP detection; in the data active = inhibition above about 25%;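 also: 0% = vehicle with enzyme and substrate and 100% = no enzyme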
ARFGAP1 inh = rat ARFGAP1 inhibition. Arfgap1-stimulated ARF1 GTP hydrolysis, GDP FP detection. inhibition, % at 16.5 µM. actives 0.26% (n = 360,000);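 active = inhibition above a per-plate limit, mean inhibition of low control wells plus 3 SD, cut at about 25% in these data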;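 also: 0% = DMSO wells with enzyme and 100% = wells lacking Arfgap1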
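Material: rat Arfgap1 GAP domain (His6, aa 1-136), purified enzyme. Also added: human ARF1(Δ1-17)-GTP substrate. Compound dosing: 16.5 µM single point, 1.26% DMSO. Timing: enzyme reaction 120 min at 25 °C after 20 min preincubation. Signal: GDP detection by fluorescence polarization. Read-out basis: percent inhibition of GAP-stimulated GDP formation, scaled between DMSO and no-Arfgap1 medians.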
Active calls of the source: *. Hits appear at their usual frequency. Share with any hit: about 3.6%.

smiles	DDE Tn6 FP inh	TDP2 absorb	Tn7 DDE FP	PLC-gamma1 inh	ADAM10 inh	SIAE inh	PLCb3 inh	ADAM17 inh	ASAP1 GAP inh	ARFGAP1 inh
CC(=O)c1cccc(NC(=O)C2CCN(C(=O)c3ccc([N+](=O)[O-])cc3)CC2)c1	-3	5	6	-3	9	2	-3	1	-5	-3
O=C(Oc1cccc2ccccc12)c1ccncc1	12	11	3	-7	-9	0	-12	-7	3	-1
COc1ccccc1N1CCN(S(=O)(=O)c2c(C)[nH]c(C)c2C(=O)N2CCCCC2)CC1	7	-2	8	-6	-1	-2	-6	-4	-2	2
O=C(NNC(=O)c1cccs1)c1ccccn1	3	-12	0	-1	1	-4	-3	-2	-12	-7
O=C(NCCCCc1ccccc1)C1CC(c2ccc([N+](=O)[O-])cc2)=NO1 (stereo not drawn)	10	-9	-4	3	-2	5	7	3	-10	3
Cc1ccc(N2CC(C(=O)Nc3nnc(SCC(=O)N4CCOCC4)s3)CC2=O)cc1 (stereo not drawn)	10	-12	3	-1	-14	-1	-9	1	6	3
Cc1c(C(=O)Nc2cccc(Cl)c2)cn2c(nc3ccccc32)c1C#N	-2	-4	0	-9	-9	-2	-15	5	1	21
CCOC(=O)c1c(C)nc2sc(C(=O)Nc3ccc(OC)cc3)c(N)c2c1-c1ccc(OC)cc1	1	4	-1	-11	-9	-2	-13	-7	-10	11
COC(=O)C1=C(C(=O)OC)C2C(C)=CC(C)=CN2C(C(=O)OC)=C1C(=O)OC (stereo not drawn)	4	18	6	-37	-256	2	-38	-74	-5	-9
O=C(O)c1cccc(COc2ccccc2Cl)c1	0	13	0	-1	1	4	0	-4	6	4
CCOC(=O)Nc1ccc2c(CN3CCN(S(=O)(=O)c4ccc(C(C)C)cc4)CC3)cc(=O)oc2c1	-3	5	-5	-46	-62	2	-55	-21	-16	-8
c1ccc(CN(Cc2ccccc2)Cc2nnc(-c3cc4ccccc4[nH]3)s2)cc1	0	-7	2	-12	-41	-4	-23	-13	-10	17
CCS(=O)(=O)N1CCN(c2cnn(-c3ccccc3)c(=O)c2Cl)CC1	2	10	2	2	-5	1	1	-5	-2	7
COc1cc(OC)c(NC(=O)C2CCCO2)cc1Cl (stereo not drawn)	-6	4	-4	1	4	4	-2	1	7	8
CNc1nc(NCCOC23CC4CC(CC(C4)C2)C3)nc(OCC(F)(F)F)n1	3	2	-1	1	3	3	2	-5	8	9

Whole records from above. Values in the order: DDE Tn6 FP inh	TDP2 absorb	Tn7 DDE FP	PLC-gamma1 inh	ADAM10 inh	SIAE inh	PLCb3 inh	ADAM17 inh	ASAP1 GAP inh	ARFGAP1 inh
Results for COc1ccccc1N1CCN(S(=O)(=O)c2c(C)[nH]c(C)c2C(=O)N2CCCCC2)CC1 → 7	-2	8	-6	-1	-2	-6	-4	-2	2
Results for CCS(=O)(=O)N1CCN(c2cnn(-c3ccccc3)c(=O)c2Cl)CC1 → 2	10	2	2	-5	1	1	-5	-2	7
Results for COC(=O)C1=C(C(=O)OC)C2C(C)=CC(C)=CN2C(C(=O)OC)=C1C(=O)OC (stereo not drawn) → 4	18	6	-37	-256	2	-38	-74	-5	-9
Results for O=C(NCCCCc1ccccc1)C1CC(c2ccc([N+](=O)[O-])cc2)=NO1 (stereo not drawn) → 10	-9	-4	3	-2	5	7	3	-10	3

(further entries)
smiles	DDE Tn6 FP inh	TDP2 absorb	Tn7 DDE FP	PLC-gamma1 inh	ADAM10 inh	SIAE inh	PLCb3 inh	ADAM17 inh	ASAP1 GAP inh	ARFGAP1 inh
CC(CN1CCC(O)CC1)c1ccccc1 (stereo not drawn)	-1	-17	0	7	1	-6	-1	-1	3	4
CC1(C)OC2OC(COC(=O)c3ccccc3)C3OC(C)(C)OC3C2O1 (stereo not drawn)	2	-1	1	-1	-4	-4	0	-2	7	0
CC(=O)Nc1cccc(-c2csc(C(C)(O)c3ccc(F)c(F)c3)n2)c1 (stereo not drawn)	8	-3	3	1	-3	-2	-5	0	4	4
CS(=O)(=O)c1ccc(C(=O)NCC2(N3CCOCC3)CCCCC2)cc1	-1	3	1	0	-16	-1	0	-3	2	4
O=C(CCc1nc2ccccc2[nH]1)Nc1ccc2c(c1)OCO2	-4	5	8	-1	4	9	0	-1	-3	7
Cc1ccc2nc(Nc3ccccc3)c(/C=N/O)c(=O)n2c1	6	8	6	-12	4	-10	-19	-1	11	5
COc1cccc(-n2nnc3c(=O)n(CC(=O)Nc4ccccc4C)cnc32)c1	-1	5	-5	0	-7	-6	-1	2	32*	3
Cc1ccc(S(=O)(=O)Nc2ccccc2CNc2ccccn2)cc1	1	-14	-2	1	14	-9	-1	8.8*	-18	8
CNC(=O)C(=O)Nc1nc(C23CC4CC(CC(C4)C2)C3)cs1	-4	-4	1	1	1	5	3	-1	-3	-5
CSc1cccc(NC(=S)NC(=O)CCc2ccccc2)c1	0	-2	-7	-3	10	-9	-10	6	3	3

Entries listed above that bear a hit mark in ADAM17 inh:
smiles	DDE Tn6 FP inh	TDP2 absorb	Tn7 DDE FP	PLC-gamma1 inh	ADAM10 inh	SIAE inh	PLCb3 inh	ADAM17 inh	ASAP1 GAP inh	ARFGAP1 inh
Cc1ccc(S(=O)(=O)Nc2ccccc2CNc2ccccn2)cc1	1	-14	-2	1	14	-9	-1	8.8*	-18	8

Rewritten with each value named: three of the compounds above.
CC(CN1CCC(O)CC1)c1ccccc1 (stereo not drawn)
  DDE Tn6 FP inh: -1
  TDP2 absorb: -17
  Tn7 DDE FP: 0
  PLC-gamma1 inh: 7
  ADAM10 inh: 1
  SIAE inh: -6
  PLCb3 inh: -1
  ADAM17 inh: -1
  ASAP1 GAP inh: 3
  ARFGAP1 inh: 4
CC(=O)Nc1cccc(-c2csc(C(C)(O)c3ccc(F)c(F)c3)n2)c1 (stereo not drawn)
  DDE Tn6 FP inh: 8
  TDP2 absorb: -3
  Tn7 DDE FP: 3
  PLC-gamma1 inh: 1
  ADAM10 inh: -3
  SIAE inh: -2
  PLCb3 inh: -5
  ADAM17 inh: 0
  ASAP1 GAP inh: 4
  ARFGAP1 inh: 4
CC1(C)OC2OC(COC(=O)c3ccccc3)C3OC(C)(C)OC3C2O1 (stereo not drawn)
  DDE Tn6 FP inh: 2
  TDP2 absorb: -1
  Tn7 DDE FP: 1
  PLC-gamma1 inh: -1
  ADAM10 inh: -4
  SIAE inh: -4
  PLCb3 inh: 0
  ADAM17 inh: -2
  ASAP1 GAP inh: 7
  ARFGAP1 inh: 0
